# ER stress surv = ER stress cell death inhibition | CSM14.1 thapsigargin ER stress survival, ATP luminescence | relative survival (cellular ATP), % at 15 µg/mL (by protocol) | 48,000 compounds, 0.33% hits;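 active = survival measured by cellular ATP above 50% at 15 µg/ml in the first screen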;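 note: cell death triggered by about 15 µM thapsigargin; ATP read 24 h after thapsigargin was added; plate controls were thapsigargin with DMSO for no effect and DMSO without thapsigargin for full effect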
# Numbers without * were called inactive.
SMILES,ER stress surv
COc1cc(/C=C2/SC(=S)N(c3ccccc3)C2=O)ccc1OC(=O)c1cccc(C)c1,9.0
O=c1n(Cc2c(F)cccc2Cl)c2ccccc2n1Cc1c(F)cccc1Cl,2.7
CCOC(=O)c1c(NC=O)sc2c1CCC/C2=N\O,-2.8
CC(Oc1ccccc1)C(=O)Nc1cccc(Br)c1 (configuration not stated),0.3
Cc1c(N2C(=O)c3cccc([N+](=O)[O-])c3C2=O)c(=O)n(-c2ccccc2)n1C,4.6
COc1cc(/C=N/NC(=O)COc2cccc(C)c2)ccc1OC(=O)c1ccco1,15.8
Cc1nnc(N/N=C/c2ccc(C(=O)O)cc2)[nH]c1=O,-3.7
O=C(NC(=S)Nc1cc(C(F)(F)F)ccc1Cl)c1ccc(Cl)cc1,1.7
CCOc1ccccc1NC(=O)c1c(NC(=O)c2ccccc2F)sc2c1CCCC2,1.7
CCOC(=O)c1c(C)n(CC(O)c2ccc([N+](=O)[O-])cc2)c2c1cc(O)c1ccccc12 (configuration not stated),9.5
CS(=O)(=O)N(Cc1ccc(C(=O)N2CCc3ccccc3C2)cc1)c1ccccc1,2.6
COc1ccc(-c2nc3sc(C)c(C)c3c(=O)[nH]2)cc1C,15.9
CCN1C(=O)CC(NCCc2ccc(S(N)(=O)=O)cc2)C1=O (configuration not stated),-1.3
CC(=O)Nc1cccc(NC(=O)c2cc(-c3ccccc3)nc3ccccc23)c1,4.7
Cc1ccc(C)c(OCC(O)CN2CCN(c3ccccc3)CC2)c1 (configuration not stated),1.8

# Next section; it opens with the four that closed the last part.
SMILES,ER stress surv
COc1ccc(-c2nc3sc(C)c(C)c3c(=O)[nH]2)cc1C,15.9
CCN1C(=O)CC(NCCc2ccc(S(N)(=O)=O)cc2)C1=O (configuration not stated),-1.3
CC(=O)Nc1cccc(NC(=O)c2cc(-c3ccccc3)nc3ccccc23)c1,4.7
Cc1ccc(C)c(OCC(O)CN2CCN(c3ccccc3)CC2)c1 (configuration not stated),1.8
CC(=O)Oc1c(/C=C(\C#N)C(N)=O)[nH]c2ccccc12,-7.9
CCOC(=O)Oc1ccc2c(=O)c(Oc3ccccc3Br)coc2c1,4.9
O=C(c1cccc(C(=O)N2CCCc3ccccc32)c1)N1CCCc2ccccc21,3.4
COc1ccccc1/C=C1\SC(=S)N(C(Cc2ccccc2)C(=O)O)C1=O (configuration not stated),9.6
CN(/C(=N\S(=O)(=O)c1ccc(Cl)cc1)c1ccccc1)c1ccc(O)cc1,4.8
COc1ccc(C2CC(C(F)(F)F)n3ncc(C(N)=O)c3N2)cc1 (configuration not stated),-17.9
COC(=O)c1ccc(/C=C2/C(=O)NN(c3ccccc3)C2=O)cc1,4.6
CCCCCOC(=O)C1=C(C)NC2=C(C(=O)CCC2)C1c1ccc(OC)c(Br)c1 (configuration not stated),2.8
Cc1ccc(C(=O)O)cc1NC(=O)C1CCCCC1C(=O)O (configuration not stated),7.1
COC(=O)c1ccccc1NC(=O)CSc1nc2ccc(N3C(=O)c4ccccc4C3=O)cc2s1,9.5
Clc1ccc(-c2nc3ccc(N=Cc4ccco4)cc3[nH]2)c(Cl)c1,-0.2
O=C1C(=O)N(c2cccnc2)C(c2ccc(O)cc2)/C1=C(\O)c1ccc(Cl)cc1 (configuration not stated),1.3
COc1ccc(NS(=O)(=O)c2ccc(NC(=S)NC(=O)C34CC5CC(CC(C5)C3)C4)cc2)nn1,2.7
COC(=O)c1ccc(C(=O)OC)c(NC(=O)c2ccccc2OC)c1,7.7
O=C(/C=C/c1ccc(OCc2ccccc2)cc1)c1ccc(F)cc1,5.3
CC12c3ccccc3C(c3ccccc31)C1C(=O)N(c3cccc([N+](=O)[O-])c3)C(=O)C12 (configuration not stated),-4.1
Cc1onc(-c2ccccc2)c1C(=O)Nc1ccccc1F,6.9
CCCCC(=O)Nc1ccc(C(=O)OCCC)cc1,-0.1
COc1ccc(NC(=S)NC(NC(=O)CC(C)C)C(Cl)(Cl)Cl)cc1OC (configuration not stated),2.2
O=Cc1ccc(OCC(O)Cn2c3ccccc3c3ccccc32)cc1 (configuration not stated),-0.2
Cc1ccc(NC(=O)C(C)Sc2ccc(Cl)cc2)c(C)c1 (configuration not stated),6.4
CC1CCOC(c2cccc([N+](=O)[O-])c2)O1 (configuration not stated),1.6
COc1ccc(C2/C(=C(/O)c3ccccc3)C(=O)C(=O)N2c2cccc(OC)c2)cc1 (configuration not stated),20.7
Cc1ccc(C2c3c(n(C)c(=O)n(C)c3=O)N=C3c4ccccc4C(=O)C32)cc1Cl (configuration not stated),9.5
O=c1[nH]c(=S)n(-c2ccc(Cl)c(Cl)c2)c(O)c1/C=C1\C=CC=N1,2.0
O=C(c1ccc(N2CCN(C(=O)c3cccs3)CC2)cc1)c1cccc(F)c1,-0.4
COc1ccccc1CNS(=O)(=O)c1ccc(Cl)cc1,-0.5
COc1ccccc1C1/C(=C(\O)c2ccc(Cl)cc2)C(=O)C(=O)N1CCCCCC(=O)O (configuration not stated),2.9
CC1(C)CC(=O)C(C=NCC2CCN(C(=O)Nc3ccccc3)CC2)=C(O)C1,8.1
CCCOc1ccc(N2C(=O)CC(N3CCN(c4ccccc4)CC3)C2=O)cc1 (configuration not stated),14.4
O=C(Cc1ccccc1)Nc1ccc2c(c1)OCCO2,4.3
Cc1ccccc1C(=O)N1CCN(Cc2ccccc2)CC1,-1.2
COc1cc2c(cc1NS(=O)(=O)c1ccc3ccccc3c1)oc1ccccc12,0.7
CCN1C(=O)/C(=C\c2cc(Cl)ccc2OCc2ccc(F)cc2)SC1=S,7.1
COc1ccc(CC(=O)c2ccc(C(=O)Cc3ccc(OC)c(OC)c3)cc2)cc1OC,5.6
O=C(/C=C/c1cccc([N+](=O)[O-])c1)Nc1ccc(N2CCCCC2)cc1,1.1
CCCC(C)NS(=O)(=O)c1cc(Cl)ccc1Cl (configuration not stated),-4.5
CC(C)(C)C(=O)Nc1ccc(-c2nc3ccccc3o2)cc1,-1.3
COc1cccc(N(CC(=O)Nc2cc(Cl)cc(Cl)c2)S(=O)(=O)c2ccccc2)c1,3.1
O=C(NC(=S)Nc1ccc(-c2nc3ccccc3[nH]2)cc1)c1ccco1,-0.7
C#CCOc1nc(OCC#C)nc(OCC#C)n1,11.0
O=[N+]([O-])c1ccc(C=Nc2ccc(Cl)cc2Cl)s1,1.2
COC(=O)C1=C(C(=O)OC)SC(=C2C(=S)C(C)(C)N(C(=O)c3ccc4ccccc4c3)c3ccccc32)S1,8.9
C=CCOc1ccc(/C=C2/C(=O)NC(=O)N(c3ccc(C)cc3)C2=O)cc1OCC,-8.4
O=[N+]([O-])c1ccccc1C1N(c2ccccc2)CCN1c1ccccc1,4.2

# 3 of the compounds above, bar-delimited.
SMILES | ER stress surv
O=C(/C=C/c1cccc([N+](=O)[O-])c1)Nc1ccc(N2CCCCC2)cc1 | 1.1
CCCC(C)NS(=O)(=O)c1cc(Cl)ccc1Cl (configuration not stated) | -4.5
CC(C)(C)C(=O)Nc1ccc(-c2nc3ccccc3o2)cc1 | -1.3

# The results go on:
SMILES,ER stress surv
COc1ccc(NC(=O)C2=C(C)NC(=O)NC2c2ccc(Br)cc2)cc1 (configuration not stated),5.8
Cc1ccc(-c2nc3ccccc3c(=O)n2CCCn2ccnc2)cc1,-2.0
O=C(CSCC(=O)Nc1ccccc1-c1ccccc1)Nc1ccccc1,10.3
CCOC(=O)C1=NN(C(=O)c2cccc(C)c2)C(O)(c2ccc(Cl)cc2)C1 (configuration not stated),4.9
COc1ccc(C(=O)c2coc3ccc(O)cc23)cc1,2.9
O=C(NC(=S)Nc1ccc([N+](=O)[O-])cc1O)c1ccc(Br)cc1,9.1
O=C1C(=O)N(Cc2cccnc2)C(c2ccc(Br)cc2)/C1=C(\O)c1ccccc1 (configuration not stated),-2.3
COc1ccc(NC(=O)c2ccc(OCC(C)C)cc2)cc1,2.3
COc1ccccc1N1CCN(S(=O)(=O)c2ccc(Br)cc2)CC1,4.0
O=C1/C(=C/C=C/c2ccccc2)SC(=S)N1c1ccc(F)cc1,-4.4
CC(C)c1ccc(/C=N/N=C2/NC(=O)C(Cc3ccccc3)S2)cc1 (configuration not stated),14.7
Nc1ccc2nc(SCC(=O)Nc3cccc(C(F)(F)F)c3)sc2c1,5.7
CN(C)c1ccc(/C=N/NC(=O)Cn2c3ccccc3c(=O)c3ccccc32)cc1[N+](=O)[O-],0.7
COC(=O)c1sccc1NC(=O)c1cccc(OC)c1,11.2
COc1cccc(/C=N\NC(=O)CNc2ccccc2C)c1,10.7
COc1cccc(/C=N/NC(=O)c2cc(C34CC5CC(CC(C5)C3)C4)[nH]n2)c1,6.0
Cc1ccc(NC2=C(Cl)C(=O)N(c3ccccc3Cl)C2=O)c(C)c1,10.7
COc1ccccc1N1CCN(C(=O)c2cc(-c3ccccc3Cl)nc3ccccc23)CC1,1.4
COC(=O)C1(S(=O)(=O)c2ccc(Br)cc2)CCCC1,4.8
NC1=NC(=O)C(Cc2cccc(C(F)(F)F)c2)S1 (configuration not stated),2.7
O=C(Nc1ccccc1)/C(=C\c1ccco1)NC(=O)c1ccco1,4.6
COc1cc(C2C3=C(CC(C)(C)CC3=O)OC3=C2C(=O)CC(C)(C)C3)ccc1OCc1ccccc1,-2.4
O=C(N/N=C/c1ccc(O)c(I)c1)c1cccc([N+](=O)[O-])c1,1.5
Nc1ccc(-c2nc3cc(Cl)ccc3o2)c(Cl)c1,-0.5
C=C(C)C1CCC(C)=C1CC/C(C)=N/NC(N)=S (configuration not stated),-9.7
C=CCn1c(SCC(=O)NCCCN2CCOCC2)nc2sc3c(c2c1=O)CCCC3,3.6
CC(=O)c1ccc(NC(=O)c2ccc3c(c2)C(=O)N(c2ccc(C)c(C)c2)C3=O)cc1,15.1
CC1=C(C(=O)OC2CCCCC2)C(c2cc3c(cc2[N+](=O)[O-])OCO3)C2=C(CC(C)(C)CC2=O)N1 (configuration not stated),7.3
Cc1ccc(C(=O)Nc2ccc(I)cc2)cc1[N+](=O)[O-],1.1
Oc1ccccc1C(=S)N1CCCC1,2.8
COc1ccccc1CN1CCN(Cc2ccc([N+](=O)[O-])cc2)CC1,-3.1
CC(=O)Nc1ccccc1C(=O)N1CCN(c2ccccc2)CC1,-3.9
O=C(Nc1ccccc1C(F)(F)F)c1ccc(-c2cccc(Cl)c2)o1,-0.6
NC(=O)c1cccc(N=Cc2c(O)ccc3ccccc23)c1,-2.6
COc1ccc(C(NC(=O)c2ccccc2OC)c2ccc(OC)c(OC)c2)cc1OC,2.1
Cc1ccc(NC(=O)CN(c2ccc(C(C)C)cc2)S(=O)(=O)c2ccccc2)c(C)c1,10.6
Cc1ccc2oc(-c3cc(N)ccc3O)nc2c1,-4.0
C=CCOC(=O)C1=C(C)NC(C)=C(C(=O)OCC=C)C1c1ccco1,-1.7
c1cc2c(c(NCc3ccncc3)c1)CCCC2,5.0
CN(C)CCCN1C(=O)CSC1c1cccc(Cl)c1 (configuration not stated),-2.2
CCOC(=O)c1ccc(NC(=O)c2ccc(S(=O)(=O)N(C)C)cc2)cc1,1.1
Cc1ccc(/C=C2\SC(N3CCC(C)CC3)=NC2=O)o1,-6.3
CS(=O)(=O)N(CC(O)Cn1c2ccccc2c2ccccc21)c1ccccc1 (configuration not stated),-0.7
O=C(O)Cc1c[nH]c2ccc(O)cc12,-0.4
N#CCC(=O)NNCc1cc(-c2ccccc2)n(-c2ccccc2)c1-c1ccccc1,-2.3

# In another format: 4 of the compounds above.
Cc1ccc(NC(=O)CN(c2ccc(C(C)C)cc2)S(=O)(=O)c2ccccc2)c(C)c1
  ER stress surv = 10.6

O=C(O)Cc1c[nH]c2ccc(O)cc12
  ER stress surv = -0.4

O=C(Nc1ccccc1C(F)(F)F)c1ccc(-c2cccc(Cl)c2)o1
  ER stress surv = -0.6

CCOC(=O)c1ccc(NC(=O)c2ccc(S(=O)(=O)N(C)C)cc2)cc1
  ER stress surv = 1.1

# The list goes on.
SMILES,ER stress surv
O=S(=O)(NC1C2CC3CC(C2)CC1C3)c1ccc2ccccc2c1 (configuration not stated),5.4
CCOC(=O)C1=C(C)N=c2s/c(=C\c3ccc(I)cc3)c(=O)n2C1c1ccc(O)cc1 (configuration not stated),16.0
CCOc1ccc(NC(=O)C2=C(C)NC(=O)NC2c2cc(OC)ccc2OC)cc1 (configuration not stated),3.5
COC(=O)C1=C(C)NC(=O)NC1c1ccccc1Br (configuration not stated),7.8
COc1ccc(OCCSc2nc3ccccc3n2CC(=O)O)cc1,8.8
CC(C)c1ccc(NC(=O)c2cccnc2)cc1,0.2
COc1cc(/C=N/N2C(=O)c3cccc4cccc(c34)C2=O)cc(I)c1O,8.2
Cc1ccc(Br)cc1S(=O)(=O)N1CCC(C)CC1,4.4
COc1cc(C2/C(=C(\O)c3ccc(C)cc3)C(=O)C(=O)N2CCCC(=O)O)ccc1O (configuration not stated),-5.7
CCOc1cc(/C=C2/C(=O)NC(=O)N(C)C2=O)cc(I)c1O,6.5
CCOc1c(Br)cc(/C=C2N=C(/C=C/c3ccccc3)OC/2=O)cc1OC,4.3
COC(=O)c1ccccc1NC(=O)c1ccc(Cl)c([N+](=O)[O-])c1,5.5
O=C(CCc1ccccc1)NNC(=O)c1ccc(Cl)cc1Cl,7.0
CCOC(=O)c1c(-c2ccccc2)csc1NC(=O)c1ccco1,-3.0
CCCC(=Nc1cccc([N+](=O)[O-])c1)C1=C(O)CC(C)(C)CC1=O,-0.3
CC(NC(=O)c1cccc(F)c1)C1CC1 (configuration not stated),7.3
COc1ccc(CC(=O)N2CC(C)CC(C)C2)cc1 (configuration not stated),1.1
Cc1ccc(CNC(=O)CN(c2cccc(Cl)c2)S(=O)(=O)c2ccccc2)cc1,5.5
CC(=O)Nc1ccc(S(=O)(=O)N2CCC(Cc3ccccc3)CC2)cc1,-2.5
COc1ccc(C(=O)NCCSCc2ccc(Br)cc2)cc1,9.1
c1ccc(CNCC2COc3ccccc3O2)cc1 (configuration not stated),-4.6
NC(=O)c1c(NC(=O)c2cc3cc(Br)ccc3oc2=O)sc2c1CCCC2,1.4
CN1CCN(C(=O)c2ccccc2NC(=O)c2ccc(Cl)cc2Cl)CC1,-2.1
CCc1ccc(-n2c(C)cc(C=C(C#N)C#N)c2C)cc1,-4.0
COc1cccc(NC(=O)C2c3ccccc3Oc3ccccc32)c1,2.5

# An excerpt; rates above refer to the full screens.
